Large T inhibition: SV40 large T antigen inhibitors, biochemical (AID 1903); SV40 large T antigen ATPase/helicase inhibition assay; higher % means a stronger effect; 310,000 tested, 0.39% active; inhibition, % at 20 µM; hits with a dose series show IC50 in µM; in the data active means a potency from the dose series; inconclusive means inhibition mostly from about 32% at the one dose, without a potency; inactive means the rest, 99 in 100 with inhibition below about 32%; further: strong numbers were not always called active
Ins promoter up: insulin promoter activators in MIN6 cells, imaging, high-content screening, mouse beta cells; MIN6 insulin promoter-GFP reporter; stronger effect = higher value; AID 1625, 2009; z-score at 5 µM; 190,000 tested, 0.3% active;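 active means z-score above 3 at 5 µM with at least 500 cells counted in the well; inconclusive means wells under 500 cells, flagged as cytotoxic or low count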
PhoP inhibition: inhibitors of PhoP regulon expression, primary screen, Salmonella Typhimurium, GFP reporter (AID 1863). 300,000 tested, 0.16% active. S. Typhimurium PhoP-regulated promoter GFP reporter, 4 h; higher % means a stronger effect. inhibition, % at 50 µM, or IC50 in µM where a hit was titrated;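 active means inhibition over 29.93%, a cutoff 3 SD above the screen mean, later confirmed by dose response; inconclusive means inhibition over 29.93% but no dose response follow-up; inactive means inhibition at most 29.93% or unconfirmed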;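 further: 0% = low Mg2+ inducing control and 100% = high Mg2+ repressing control; strong numbers were not always called active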
ER stress rescue: rescue of cells from ER stress-induced death, primary screen, 384-well, CSM14.1, thapsigargin, ATP luminescence (AID 1222). cellular ATP content (survival), % at 20 µM; hits with a dose series show EC50 in µM. 190,000 tested, under 10 active. CSM14.1 thapsigargin-induced death rescue, ATP luminescence; higher % means a stronger effect;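 active means EC50 below 50 µM in the dose-response confirmation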;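 further: death triggered by thapsigargin at about 15 µM added after 2 h compound pretreatment; cell ATP read after overnight thapsigargin exposure of roughly 18 to 22 hours; normalized against plate controls of thapsigargin alone and 5% DMSO vehicle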
PMI inhibitors: inhibitors of human PMI, primary screen, biochemical, fluorescence intensity, coupled assay (AID 1209) | Mannose-6-phosphate isomerase (Homo sapiens) | purified PMI enzyme, coupled fluorescence intensity; higher % means a stronger effect | 190,000 tested, 0.42% active | one-dose inhibition, % at 20 µM; IC50 in µM for titrated hits;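 further: plate controls were DMSO vehicle for no effect and wells lacking substrate for full effect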
TNAP activation fold: human TNAP enzyme activators, primary screen, biochemical, luminescent, no phosphate acceptor, uHTS (AID 1001). 200,000 tested, 0.03% active. one-dose activation fold at 20 µM; EC50 in µM for titrated hits. purified TNAP, luminescent activation assay, no phosphate acceptor; higher activation fold means a stronger effect. Alkaline phosphatase, tissue-nonspecific isozyme (Homo sapiens); in the data active means activation fold from about 3, or a potency from the dose series; inactive means the rest, 99 in 100 with activation fold below about 1.6; further: many of its hits are not listed in these tables
West Nile antiviral: West Nile virus antiviral activity, cell-based, CPE readout (AID 1621) | 290,000 tested, 0.02% active | West Nile virus-infected cells, CPE inhibition; higher % means a stronger effect | one-dose CPE inhibition, % at 10 µM; IC50 in µM for titrated hits; in the data active means a potency from the dose series; inconclusive means CPE inhibition mostly from about 3.7% at the one dose, without a potency; inactive means the rest, 99 in 100 with CPE inhibition below about 2.2%; further: strong numbers were not always called active
human PMI inhibitors: human PMI inhibitors, high substrate, primary screen, biochemical, fluorescence intensity, high mannose 6-phosphate (AID 1220); Mannose-6-phosphate isomerase (Homo sapiens); recombinant PMI enzyme, coupled fluorescence intensity; higher % means a stronger effect; one-dose inhibition, % at 20 µM; IC50 in µM for titrated hits; 190,000 tested, 0.66% active
RSV CPE inhibition: RSV antiviral activity via CPE protection, HEp-2 cells, primary 10 µM value included (AID 2391). HEp-2 cells, RSV-induced CPE inhibition; higher % means a stronger effect. CPE inhibition, % at 10 µM; hits with a dose series show IC50 in µM. 310,000 tested, 0.13% active; in the data active means a potency from the dose series; inconclusive means CPE inhibition mostly from about 23% at the one dose, without a potency; inactive means the rest, 99 in 100 with CPE inhibition below about 21%; further: strong numbers were not always called active
Ins promoter up cell count: also measured in Ins promoter up; calls as there; cell count; measured here: cytotoxicity, nuclei count;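 total cells summed across four imaged fields per well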
Numbers without * were called inactive; ? = inconclusive; . = no result given. Unless noted, no stated cut-off is given here; in the data, active means inhibition above about 50%; inactive means the rest.

SMILES	Large T inhibition	Ins promoter up	Ins promoter up cell count	PhoP inhibition	ER stress rescue	PMI inhibitors	TNAP activation fold	West Nile antiviral	human PMI inhibitors	RSV CPE inhibition
O=C(C1CCN(S(=O)(=O)c2ccc(Cl)cc2)CC1)N1CCCCCCC1	10.0%	.	.	-2.2%	.	.	.	0.8%	.	12.0%
Cc1ccc(-c2nc(C(=O)NCCCN(C)C)cc3c2[nH]c2ccccc23)cc1	5.4%	.	.	0.9%	.	.	.	-2.3%	.	12.8%
CC(C)(C)OC(=O)[C@H](Cc1ccccc1)NC(=O)c1[nH]cnc1C(=O)Nc1ccc(Cl)cc1	2.0%	-0.08	1021	-6.1%	.	.	.	1.0%	.	-4.4%
COc1ccc(-n2c(CCC(=O)O)ccc2-c2ccc(F)cc2)c(OC)c1	28.5%	.	.	5.7%	.	.	.	0.2%	.	0.7%
Cn1c(SCC(=O)NNC(=O)Nc2ccc(Cl)cc2)nnc1-c1ccccc1	14.2%	0.05	1074	-2.2%	.	.	.	0.1%	.	.
O=C(Nc1ccc(F)cc1)C1CC(=O)n2c(nc3ccccc32)N1 (stereo not given)	-2.9%	0.18	1472	-13.4%	-0.6%	5.0%	1.3	-0.3%	1.2%	1.8%
CCOc1ccc(NC(=O)CCCCn2c(=O)[nH]c3ccsc3c2=O)cc1	13.7%	-0.01	1205	-3.5%	-1.4%	-12.0%	1	-0.3%	-14.0%	1.4%
COc1ccc(NC(=O)NCC(C)CSc2ccc(C)cc2)c(OC)c1 (stereo not given)	1.8%	.	.	-11.3%	.	.	.	0.3%	.	3.8%
Cc1ccccc1-c1nnc(CN2CCC(C)CC2)o1	15.4%	.	.	-5.2%	.	.	.	-0.3%	.	2.1%
C/C(N)=C(/C#N)C(=O)COC(=O)CNS(=O)(=O)c1c(F)cccc1F	5.5%	0.17	1187	-7.4%	-0.1%	-1.4%	1.9	0.6%	2.1%	1.6%
Cc1nc(-c2ccc(S(=O)(=O)N3CCN(C4c5ccccc5-c5ccccc54)CC3)s2)cs1	9.2%	.	.	-0.9%	.	.	.	-0.2%	.	1.4%
CCOc1ccc(C(=O)N2CCN(Cc3ccccc3)CC2)cc1	2.0%	0.41	1133	4.1%	0.9%	-9.7%	1	-0.5%	-12.2%	-1.5%
O=C(NC(=S)Nc1nc2c(s1)CSc1ccccc1-2)c1ccccc1	30.9%	.	.	-3.0%	-1.0%	.	1	.	.	.
c1ccc(-c2ccc(C3=Nn4c(nnc4-c4cccs4)SC3)cc2)cc1	2.1%	-0.96	1005	-14.6%	.	.	.	-1.1%	.	47.7%
Cc1ccc(S(=O)(=O)NC(=O)NN2CC3CCCC3C2)cc1 (stereo not given)	11.7%	.	.	-2.1%	.	.	.	-0.3%	.	2.4%
Cc1oc(-c2ccccc2F)nc1CS(=O)(=O)CC(=O)NC(C)CCc1ccccc1 (stereo not given)	3.0%	.	.	-0.1%	.	.	.	-0.3%	.	?
COc1ccc(-c2csc3nc(-c4cccnc4)nc(Cl)c23)cc1OC	3.0%	-0.27	1023	?	-1.0%	20.7%	1.1	?	21.6%	13.6%
C=CC[C@@H]1C=C(C)C[C@H](C)C[C@H](OC)[C@H]2O[C@@](O)(C(=O)C(=O)N3CCCC[C@H]3C(=O)O[C@H](/C(C)=C/[C@@H]3CC[C@@H](O)[C@H](OC)C3)[C@H](C)[C@@H](O)CC1=O)[C@H](C)C[C@@H]2OC	4.8%	.	.	-6.0%	.	.	.	-0.5%	.	8.1%
O=S(=O)(NC1CCCCC1N1CCC(O)CC1)c1ccccc1 (stereo not given)	0.3%	.	.	10.8%	.	.	.	-0.5%	.	0.1%
O=C(/C=C/c1ccc(Cl)c(Cl)c1)N1CCc2ccccc21	6.9%	0.36	1493	-4.8%	-0.4%	3.2%	1.1	-0.6%	4.0%	0.2%
COc1ccc(NC(=O)C(CCSC)N2C(=O)c3ccccc3C2=O)cc1 (stereo not given)	2.0%	.	.	0.8%	6.7%	-4.5%	1.1	-0.1%	-8.8%	6.8%
COC(=O)c1sccc1N/N=C/c1cccc(OC)c1O	9.4%	-0.02	1326	1.6%	-3.2%	22.6%	1.1	-1.0%	9.5%	3.2%
C=C1CCN([C@@H](C)C(=O)NCc2ccc(OC)cc2)S(=O)(=O)c2ccccc21	15.0%	1.54	607	0.2%	.	.	.	-0.9%	.	1.5%
CCOC(=O)C1CCCN(C(=O)c2cc3c(=O)n(C)c4ccccc4c3n2C)C1 (stereo not given)	7.2%	-0.75	926	-0.5%	3.9%	-0.9%	1.2	0.0%	2.2%	0.7%
CCOC(=O)c1nn(-c2ccc(C)cc2)cc1O	19.1%	0.3	966	0.9%	-3.7%	4.3%	1.1	0.0%	1.2%	2.7%
CC1(C)CC(=O)c2c(nn(-c3ccccc3)c2-c2ccncc2)C1	6.7%	.	.	0.4%	10.1%	-2.5%	1.1	-1.1%	5.0%	1.8%
CCOc1ccccc1NC(=O)C(OC(=O)C1CC1)c1ccccc1 (stereo not given)	13.4%	-0.86	1113	-0.2%	.	.	.	-0.1%	.	0.4%
CCN1CCN(C(=O)/C=C/c2ccc(C)o2)CC1	-0.8%	0.52	1381	-5.1%	1.1%	2.8%	1.1	1.2%	-5.2%	1.9%
COc1ccc2nc(Cl)c(/C=N/Nc3ccccn3)cc2c1	5.4%	-0.75	1051	1.6%	-1.0%	-30.1%	1	-0.3%	6.2%	0.0%
N/C(CC1CC1(Cl)Cl)=N\OC(=O)c1ccccc1 (stereo not given)	0.2%	0.59	1097	-8.3%	.	.	.	-0.2%	.	4.7%
O=C(OCCN1CCOCC1)c1ccc(O)cc1	13.4%	.	.	-1.1%	.	.	.	0.3%	.	0.5%
Cc1cc(C)c2cc(CN(CCO)C(c3nnnn3Cc3ccc(F)cc3)C(C)C)c(=O)[nH]c2c1 (stereo not given)	9.1%	-1.7	1287	2.1%	0.3%	17.4%	1.1	-0.2%	10.1%	.
Cc1onc(-c2ccccc2)c1C(=O)NNC(=S)NC(=O)/C=C/c1ccccc1	22.4%	.	.	-9.0%	-4.0%	-2.7%	1.2	-1.3%	-22.1%	-1.2%
COc1ccc2nc(NC(=O)C3CCN(S(=O)(=O)c4cccc5nsnc45)CC3)sc2c1	3.7%	.	.	-1.7%	2.1%	17.6%	1	1.0%	22.2%	0.4%
CCO[C@@H]1OC(C(=O)N2CCN(Cc3ccccc3)CC2)=C[C@H](C2CC2)[C@H]1CCCO	6.7%	-0.48	1454	-5.7%	0.5%	14.0%	1.1	-0.8%	2.7%	0.8%
COc1ccc(CCNC(=O)CCCOc2ccc(Cl)cc2)cc1OC	7.4%	.	.	-4.0%	.	.	.	-0.8%	.	6.3%
CCCCC(=O)Nc1ccc2c3c(cccc13)C(=O)N2CC	5.0%	0.82	1666	3.4%	-1.7%	5.9%	1.1	1.7%	29.1%	-2.8%
Cc1ccc(-n2c(-c3ccco3)nc3c(cnn3-c3ccc(C)cc3)c2=O)cc1	14.2%	0.15	844	6.0%	0.6%	4.3%	1.1	0.1%	4.6%	0.7%
O=C(COc1ccc(C(=O)NCCc2ccccc2)cc1)Nc1ccccc1	7.6%	-0.12	1442	-7.6%	-0.5%	9.8%	1.1	0.1%	3.3%	2.6%
N#Cc1cccc(C(=O)OCC(=O)NCc2ccco2)c1	4.1%	.	.	-1.5%	.	.	.	-0.3%	.	3.2%
COc1ccc(NC(=O)/C=C/c2ccccc2)c([N+](=O)[O-])c1	1.2%	0.28	2360	5.9%	-4.7%	13.6%	1	-1.3%	8.2%	4.7%
COc1ccc2c(c1OC)C(=O)N1N=C(c3ccc(Cl)cc3)CC21 (stereo not given)	7.5%	0.19	1630	6.3%	0.1%	20.7%	1.2	-0.1%	12.1%	16.7%
CCOC(=O)C(=O)N1c2ccccc2C(N(C(=O)C(=O)OCC)c2ccccc2)CC1C (stereo not given)	16.4%	-0.08	1026	2.4%	.	.	.	0.7%	.	-0.1%
Cc1ccccc1-c1ccc(Nc2ccc(C(=O)N3CCOCC3)cc2)nn1	5.6%	0.37	970	5.2%	-3.4%	1.3%	1.1	-0.1%	2.3%	3.9%
COc1ccccc1C(O)P(=O)(OC1CCCCC1)OC1CCCCC1 (stereo not given)	2.2%	0.39	1074	-11.4%	.	.	.	-0.6%	.	0.6%
COc1cc(C2SCC(=O)N2c2c(C)n(C)n(-c3ccccc3)c2=O)ccc1O (stereo not given)	9.1%	.	.	3.5%	.	.	.	-0.1%	.	-0.1%
COC(=O)Nc1sc(C(=O)N(C)C)c(C)c1C(=O)OC	1.3%	0.01	1709	7.0%	1.9%	-7.6%	1.1	0.0%	-7.4%	1.4%
COc1cccc(NC(=O)COc2ccc(C(=O)N3CCN(C)CC3)cc2)c1	2.7%	.	.	8.9%	.	.	.	-0.8%	.	1.1%
CC(C)CCn1cnc2c1c(=O)n(C)c(=O)n2C	9.7%	.	.	4.7%	-2.8%	-4.1%	1.1	0.2%	-8.1%	1.6%
COc1c(OC)c(O)c2c(=O)cc(-c3c(O)cccc3O)oc2c1OC	11.4%	-0.6	1222	2.3%	-0.6%	14.7%	1	0.2%	0.1%	0.4%
CC(C)OC(=O)/C(=C/c1cccnc1)NC(=O)c1ccccc1	1.4%	-0.49	1475	-14.2%	0.5%	5.4%	1.1	-0.5%	3.7%	1.9%
CNc1sc(C(=O)c2ccccc2F)c(N)c1-c1nc2ccccc2s1	15.1%	.	.	-12.2%	-4.2%	-60.9%	1	1.3%	-101.6%	0.0%
COC(=O)c1ccc(C(=O)N2CCCC(CNC(=O)c3ccccc3Cl)C2)cc1 (stereo not given)	.	-0.14	1579	.	0.6%	-2.7%	1.1	0.6%	-7.0%	-1.9%

Of the compounds above, four contain an NH in an aromatic ring.
SMILES	Large T inhibition	Ins promoter up	Ins promoter up cell count	PhoP inhibition	ER stress rescue	PMI inhibitors	TNAP activation fold	West Nile antiviral	human PMI inhibitors	RSV CPE inhibition
Cc1ccc(-c2nc(C(=O)NCCCN(C)C)cc3c2[nH]c2ccccc23)cc1	5.4%	.	.	0.9%	.	.	.	-2.3%	.	12.8%
CC(C)(C)OC(=O)[C@H](Cc1ccccc1)NC(=O)c1[nH]cnc1C(=O)Nc1ccc(Cl)cc1	2.0%	-0.08	1021	-6.1%	.	.	.	1.0%	.	-4.4%
CCOc1ccc(NC(=O)CCCCn2c(=O)[nH]c3ccsc3c2=O)cc1	13.7%	-0.01	1205	-3.5%	-1.4%	-12.0%	1	-0.3%	-14.0%	1.4%
Cc1cc(C)c2cc(CN(CCO)C(c3nnnn3Cc3ccc(F)cc3)C(C)C)c(=O)[nH]c2c1 (stereo not given)	9.1%	-1.7	1287	2.1%	0.3%	17.4%	1.1	-0.2%	10.1%	.

Screening results (PubChem BioAssay)

Rows are unselected; any-hit rate near 1.5%.
